# Bioassay records: PubChem BioAssay, National Center for Advancing Translational Sciences (NCATS)
# POLH inh = inhibitors of human DNA polymerase eta; Q9Y253; recombinant Pol eta, fluorescent DNA replication assay; Potency, µM (titrated, usually from 114 µM), without a hit: at the highest dose activity change, negative = inhibition, usual class: inhibitors; 390,000 tested, 1.2% active; also: % is scaled to controls: 0 for no effect and ±100 for the full control effect
# Target sequence (Q9Y253 whole entry, looked up): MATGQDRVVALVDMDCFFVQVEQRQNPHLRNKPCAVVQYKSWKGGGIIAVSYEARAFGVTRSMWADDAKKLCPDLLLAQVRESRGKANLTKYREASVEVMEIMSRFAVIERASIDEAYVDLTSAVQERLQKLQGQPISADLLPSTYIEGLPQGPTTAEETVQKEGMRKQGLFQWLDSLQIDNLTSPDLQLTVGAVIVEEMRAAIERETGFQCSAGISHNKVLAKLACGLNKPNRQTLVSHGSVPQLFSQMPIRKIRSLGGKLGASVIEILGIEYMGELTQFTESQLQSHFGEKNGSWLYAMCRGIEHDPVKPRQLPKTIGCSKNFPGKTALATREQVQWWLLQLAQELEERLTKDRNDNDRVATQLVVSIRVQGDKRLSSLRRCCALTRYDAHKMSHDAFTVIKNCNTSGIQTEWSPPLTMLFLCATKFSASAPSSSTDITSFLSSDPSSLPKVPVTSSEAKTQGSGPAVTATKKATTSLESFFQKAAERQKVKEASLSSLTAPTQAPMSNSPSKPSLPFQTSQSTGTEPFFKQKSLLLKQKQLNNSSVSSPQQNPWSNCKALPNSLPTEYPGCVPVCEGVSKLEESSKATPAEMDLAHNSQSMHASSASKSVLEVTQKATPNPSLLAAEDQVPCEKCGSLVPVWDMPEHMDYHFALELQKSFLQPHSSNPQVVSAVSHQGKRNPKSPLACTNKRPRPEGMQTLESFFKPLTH
#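 Pol eta at 10 nM preincubated with compounds 15 min at room temperature; reaction started with fluorescent substrate (50 nM final) and read kinetically at 0 and 10 min.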
# BAZ2B inh = BAZ2B (human) inhibition. Potency, µM (titrated, usually from 114 µM), for the others: at the highest dose activity change, negative = inhibition, most hits filed as inhibitors. 360,000 tested, 4.4% active. Q9UIF8. AID 504333. AlphaScreen BAZ2B-H3K14Ac peptide displacement; also: % is scaled to controls: 0 for no effect and ±100 for the full control effect; nearly all actives have a fitted effect of over 60% in size
#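 Compounds, titrated to a top concentration of 110 uM, were incubated 30 min at room temperature with preformed BAZ2B/acetyl-K14 H3 peptide complex (50 nM each). Proximity signal was measured by AlphaScreen after 20 min with beads.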
# Pol kappa inh = DNA polymerase kappa (human) inhibition. Q9UBT6. purified Pol kappa, fluorescent DNA synthesis assay, 10 min. Potency, µM (doses to about 107 µM), without a hit: top-dose activity, negative = inhibition, actives largely listed as inhibitors. 400,000 tested, 0.53% active; also: % is scaled to controls: 0 for no effect and ±100 for the full control effect
#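 Readout: fluorescence, taken kinetically at 0 and 10 min. Conditions: 10 nM Pol kappa, 15 min RT compound preincubation, 50 nM substrate final. Controls: enzyme-free buffer wells.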
# Anesthetic bind = candidate novel general anesthetic via apoferritin binding. apoferritin/1-aminoanthracene competitive binding, fluorescence. Potency, µM (titrated, usually from 77.5 µM), for the others: at the top dose activity change, negative = displacement, actives largely listed as inhibitors. 350,000 tested, 0.074% active. AID 485281; also: % is scaled to controls: 0 for no effect and ±100 for the full control effect; nearly all actives have a fitted effect of over 20% in size
# Target sequence (P02791 2-175 limits assumed): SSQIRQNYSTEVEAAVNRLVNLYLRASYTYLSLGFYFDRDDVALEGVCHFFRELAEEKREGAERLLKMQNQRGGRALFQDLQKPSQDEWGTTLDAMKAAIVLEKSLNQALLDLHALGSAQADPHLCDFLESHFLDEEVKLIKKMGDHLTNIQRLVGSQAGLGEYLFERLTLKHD
#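 Probe: 1-aminoanthracene (50% saturated, PBS). Protein: horse-spleen apoferritin, 10 uM. Incubation: 10 min, room temperature. Detection: 380 nm excitation, 535 nm emission. Analysis: normalized response, four-parameter Hill.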
# G9a inh = inhibitors of human histone lysine methyltransferase G9a | G9a H3K9 monomethylation, AlphaScreen, 2 h | Potency, µM (highest dose often 102 µM), for inactives: at the top dose activity, negative = inhibition, hits mostly inhibitors | 350,000 tested, 8.8% active; also: % is scaled to controls: 0 for no effect and ±100 for the full control effect; nearly all actives have a fitted effect of over 75% in size
#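 AlphaScreen detection with an anti-monomethyl H3K9 antibody quantified product after a 2 h room-temperature reaction containing 500 nM biotinylated H3K9 peptide, 20 µM SAM and 20 nM enzyme, which had been preincubated 15 min with compound.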
# Pol beta inh = DNA polymerase beta (human) inhibition. P06746. 340,000 tested, 1.3% active. Pol beta primer extension/strand displacement, fluorescence kinetic. AID 485314. Potency, µM (doses to about 114 µM), for inactives: top-dose activity change, negative = inhibition, usual class: inhibitors; also: % is scaled to controls: 0 for no effect and ±100 for the full control effect
#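 Kinetic readout of DNA synthesis with strand displacement by Pol beta. Compound and 10 nM enzyme sit 15 min at room temperature; 50 nM substrate starts the reaction, read immediately and at 10 min.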
# BLM inh = Bloom syndrome helicase (human) inhibition. P54132. recombinant BLM DNA unwinding, fluorescence dequenching. Potency, µM (doses to about 56.1 µM), without a hit: at the highest dose activity change, negative = inhibition, most hits filed as inhibitors. 350,000 tested, 0.2% active;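 also: plate controls were vehicle for no effect and no enzyme for full effect; nearly all actives have a fitted effect of over 35% in size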
# APEX1 inh = APE1 (human) endonuclease inhibition | recombinant APE1, TAMRA/BHQ-2 abasic DNA cleavage fluorescence | 350,000 tested, 0.35% active | Potency, µM (titrated, usually from 65.8 µM), for inactives: at the highest dose activity change, negative = inhibition, actives largely listed as inhibitors | P27695;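 also: plate controls were vehicle for no effect and reference inhibitor for full effect; nearly all actives have a fitted effect of over 55% in size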
#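 Measures dequenching upon AP-site incision of a 5'-TAMRA/3'-BHQ-2 THF-containing duplex, 50 nM; human APE1 0.75 nM after 15 min room-temperature exposure to compound; kinetic three-point read at one-minute spacing.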
# POLI inh = inhibitors of human DNA polymerase iota; Potency, µM (highest dose often 115 µM), without a hit: top-dose activity, negative = inhibition, usual class: inhibitors; 390,000 tested, 1% active; Pol iota fluorescent replication assay, 10 min; Q9UNA4
#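 Fluorescent replication assay read twice, at 0 min and 10 min after adding 50 nM (final) substrate. Enzyme (10 nM) and compounds were first incubated 15 min at room temperature; enzyme-free buffer wells were negative controls.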
# Active calls of the source: *; ? = inconclusive; / = no result given; & = joins results of further samples; [ ] = another dose, or the depositor's remark. Calls follow the shape of the dose curve; as a rule, active = well fitted curve in the direction sought with a large enough effect; inconclusive = small, poorly fitted or top-dose-only effect, or another doubt; inactive = no such curve, though single readings can be large; an effect the other way counts as inactive or inconclusive. Potency is read from the fitted curve at half-maximal effect. An excerpt (hit frequency here may not be typical).
Molecule | POLH inh | BAZ2B inh | Pol kappa inh | Anesthetic bind | G9a inh | Pol beta inh | BLM inh | APEX1 inh | POLI inh
COc1ccc(CCN2CCCC(CN(C)Cc3cc(Cl)c(O)c(OC)c3)C2)cc1 (stereo unspecified) | -21% | -30% | 11% | -11% | 71µM* | 36% | 5% | 27% | 13%
COc1cccc(CNc2nnnn2C)c1 | -5% | -25% | 2% | 1% | 6% | -1% | -1% | 22% | 77%[activator]
CO/N=C(\Cn1ncc(N2CCCC2)c(Br)c1=O)c1ccc(Cl)cc1 | -23% | ? | -2% | ? | ? | 11% | -16% | -1% | 10%
CC(Oc1ccccc1F)C(=O)/C=C/N(C)C (stereo unspecified) | -5% | 2% | -12% | -13% | -2% | 1% | -3% | 1% | 6%
CCOCCCNC(=O)c1ccccc1OC1CCN(S(C)(=O)=O)CC1 | -12% | -19% | -2% | -2% | ? | -26% | -7% | 2% | 11%
CC(C)CN(C1CCS(=O)(=O)C1)S(=O)(=O)c1ccc(C(C)C)cc1 (stereo unspecified) | -12% | 11% | 0% | / | 14%[0.501 µM] | / | / | -8% | 34%[activator]
Cc1ccc(NC(=O)CNCc2cccs2)c(Br)c1 | -9% | -4% | 11% | -15% | ? | 20% | -4% | -2% | 9%
CC(=O)N1CCc2cc(S(=O)(=O)CCC(=O)N3CCN(c4ccccn4)CC3)ccc21 | 5% | -19% | -4% | 4% | -6%[59 µM] | 0% | -4% | 2% | 12%
C=CCN(c1ccccc1OC)S(=O)(=O)c1cccc(C(=O)NC2=NCCS2)c1 | -28% | / | -17% | / | / | / | / | 28% | 73%[activator]
CC(=O)Nc1ccc(NCC(=O)c2ccccc2)cc1 | -7% | 3% | 4% | -14% | ? | 32% | -6% | 8% | 1%
C=CCC1(O)C(=O)Nc2ccccc21 (stereo unspecified) | -6% | -3% | -4% | -5% | 2%[59 µM] | 12% | -1% | -10% | 3%
CN(C)c1nc(N)nc(CSc2nnnn2C)n1 | -8% | -5% | -2% | -1% | -5%[12.7 µM] | ? | -2% | 1% | 12%
Cc1cc(C)n(C(=O)c2cccc(S(=O)(=O)N3CCCCC3)c2)n1 | -5% | 11% | -10% | -17% | 19%[12.7 µM] | 1% | -4% | ? | 13%
Cc1ccc(-c2csc(N3CCN(CCCn4c(-c5ccncc5)nc5ccccc54)CC3)n2)cc1 | -24% | ? | 9% | ? | 50µM* | -31% | -2% | 25% | 33%[activator]
COc1ccccc1NC(=O)/C=C\c1ccco1 | ? | ? | -35% | 2% | 40µM* | -18% | -7% | -6% | ?
O=S(=O)(c1cc(C(F)(F)F)ccc1Cl)N1CCN(c2ncnc3ccccc23)CC1 | -16% | 3% | 1% | / | -9% | / | / | -13% | 4%
O=C(Nc1cccc(O)c1)c1noc2c1CCc1ccccc1-2 | 4%&11% | -1%&-8% | 1%&-11% | -15%&-21% | -19%&4%[59 µM] | 7%&2% | -4%&-5% | 22% | -4%&5%
COc1ccc(C(F)(F)F)cc1N/C=C/c1nnnn1-c1ccc2ccccc2c1 | -7% | -1% | -7% | 2% | 45% | -12% | -6% | 5% | -3%[58.9 µM]
COc1ccc(CNC(=O)c2ccc(Br)o2)cc1 | -19% | 1% | -14%&1% | -6%[110 µM] | 20µM* | -24% | 0%[75.6 µM] | ? | 29%
COC(=O)CCn1cnc2onc(-c3cc(F)cc(F)c3)c2c1=O | -17% | -1% | -16% | -7% | 9%[59 µM] | -7% | 1% | / | 13%
COc1ccc(C)cc1NC(=O)CN(C)S(=O)(=O)c1cnc[nH]1 | -7% | 15% | -9% | -4% | 0% | -5% | 2% | 16% | 8%
CCN1CCCC1CNC(=O)Cn1ncc2c(=O)oc3ccc(C)cc3c21 (stereo unspecified) | -11% | -6% | -10% | 2% | ? | 2% | 5% | 2% | -3%
Cc1noc(C)c1-c1nc(N2CCOCC2)c2ccccc2n1 | / | / | -13%[60.1 µM] | -15% | / | / | -4% | 2% | /
Clc1ccc(CSc2nncn3c2cc2occc23)cc1 | -29% | 45µM* | ? | ? | 13µM* | 32µM* | -9% | / | ?
COCCNC(=O)C(OC(=O)c1ccco1)c1ccccc1F (stereo unspecified) | -13% | 6% | -3% | -4% | -6% | 10% | -3% | 16% | 23%
CCOCCc1nnc(NC(=O)CSc2ccccc2)s1 | -11% | -2% | -8% | -6% | -9%[12.7 µM] | 3% | -1% | 9% | 13%
COC(=O)CCCC(=O)N1CCCC(CNS(=O)(=O)c2ccc(OC)cc2)C1 (stereo unspecified) | -9% | -13% | 9% | -4% | 4% | 33% | 0% | -4% | -21%
O=C(O)C1C2C=CC(C2)C1C(=O)N1CCc2ccccc21 (stereo unspecified) | 8% | 5% | 0% | -3% | 0%[12.7 µM] | -2% | 1% | -5% | 0%
CC(C)(C)N(Cc1nc(-c2ccccc2)no1)C(=O)c1ccc2c(c1)OCO2 | -12% | 7% | -9% | -19% | 20% | 1% | -7% | -11% | 13%
Cc1ccc(S(=O)(=O)NCCNc2ccc([N+](=O)[O-])cc2)cc1 | -9% | -21% | -1% | ? | 2% | 3% | -7% | 55%[activator] | 8%
O=C(COc1ccccc1)NCC(=O)N/N=C/c1ccco1 | -17% | -2% | -6% | -15% | -20%[59 µM] | 20% | 3% | 18% | -11%
CC(C)OC(=O)CN1C(=O)S/C(=C/c2ccc(N3CCCCC3)o2)C1=O | -2% | ? | -5% | ? | ? | -1% | -7% | -4% | ?
CCC(CC)C1C(C#N)=C(N)Oc2n[nH]c(C)c21 (stereo unspecified) | -7% | 0% | -2% | -12% | -28%[59 µM] | 5% | -2% | -4% | -7%
Cc1ccc(Oc2ncc(CN3CC(C)OC(C)C3)s2)cc1 (stereo unspecified) | 5% | -2% | 1% | -8% | 26%[59 µM] | 20% | 0% | 0% | 11%
CC(C)CSc1nc2ccccc2n1CC(N)=O | -10% | 10% | 0% | -4% | 9%[59 µM] | 11% | 1% | 1% | 14%
C#CCN(C(=O)c1ccc(OC)c(OC2CCN(C(C)C)CC2)c1)C1CCCCC1 | -9% | -4% | -8% | -6% | 24% | -8% | -7% | 21% | 26%

# Individual results from the list.
# Result for CO/N=C(\Cn1ncc(N2CCCC2)c(Br)c1=O)c1ccc(Cl)cc1 in APEX1 inh: -1%
# Result for CC(C)CSc1nc2ccccc2n1CC(N)=O in Pol beta inh: 11%

# Other structures
Molecule | POLH inh | BAZ2B inh | Pol kappa inh | Anesthetic bind | G9a inh | Pol beta inh | BLM inh | APEX1 inh | POLI inh
O=C(NCCc1ccccc1)C(=O)NCC1(c2ccccc2)CCCC1 | 5% | -1% | -15% | -10% | 7% | 11% | 0% | 1% | 2%
O=C(CSc1nc2[nH]ncc2c(=O)n1-c1ccccc1Cl)N1CCCC1 | -9% | 1% | -3% | -7% | -4% | 2% | -4% | 1% | 17%
Nc1nc2c(ncn2C2CC(O)C(CO)O2)c(=O)[nH]1 (stereo unspecified) | / | / | -3%[60.1 µM] | 6% | / | / | 2% | 12% | /
COc1ccc(-c2nc(SCCOc3ccccc3Cl)n3[nH]c(=O)cc3n2)cc1 | -5% | -2% | -21% | ? | 19%[59 µM] | -31% | -6% | / | -20%
CCOc1ccc(CCNC(=O)C2CCN(C(=O)N3CC(CC)Oc4ccccc43)CC2)cc1 (stereo unspecified) | -8% | ? | -5% | 4% | -43%[59 µM] | 5% | -4% | / | 5%
CCOC(=O)C1CCN(C2CC(=O)N(c3ccc(OCC)cc3)C2=O)CC1 (stereo unspecified) | -15% | 0% | -5% | -4% | ? | 25% | 2% | 7% | 5%
O=C(CSc1nc2ccccc2o1)NCC(=O)c1ccccc1 | -15% | -5% | -3% | 0% | -7%[12.7 µM] | -13% | -3% | 1% | 19%
COc1ccc(NS(=O)(=O)c2ccc3nc(COc4ccc(C#N)cc4)[nH]c3c2)cc1 | -15% | 0% | -16% | -2% | ? | -18% | 0% | 5% | -14%
N#Cc1ccc(CN2CC[C@@]3(CCCN(C(=O)c4ccncc4)C3)C2)cc1 | / | / | 15%[60.1 µM] | / | 5%[12.7 µM] | / | -2% | 3% | /
COc1ccccc1CNC(=O)c1cc2cccc3c2n1CCS3 | -14% | -4% | -5% | 5% | -2%[59 µM] | -1% | -11% | / | 8%
CCCCN(C(=O)c1nn(C)c(=O)c2ccccc12)c1c(N)n(CCC)c(=O)[nH]c1=O | -19% | 0% | 0% | / | -31%[12.7 µM] | / | / | 22% | 20%
CC(C)(C)OC(=O)NCCCCc1cn(CC(=O)N2CCN(C(=O)OC(C)(C)C)CC2)nn1 | -2% | -7% | 4% | -2% | -11%[12.7 µM] | 2% | 3% | 2% | 17%
CCn1c(-c2ccc(F)cc2)cnc1SCC(=O)N1CCc2ccccc21 | / | ? | / | -3% | ? | -18% | -1% | -1% | /
CCOC(=O)CCn1cnc2onc(-c3ccccc3Cl)c2c1=O | -18% | 7% | 3% | -14% | 23%[59 µM] | 21% | -4% | / | 48%[activator]
CN(CC(=O)Nc1ccccc1Cl)C(=O)Cn1cc(C(F)(F)F)ccc1=O | -9% | 4% | -3% | / | -9%[2.33 µM] | / | / | 20% | ?
CC(C)c1ncc(C(O)c2cccc3ccccc23)n1C (stereo unspecified) | -21% | 10% | -6% | 2% | 26%[59 µM] | 5% | 1% | 17% | 15%
COCc1ccc(O)c2ncccc12 | -5% | 1.8µM* | 9% | -6% | ? | 22% | -1% | 0% | 3%
CCC1=C(OC(=O)N(CC)CC)N2C(=O)OC(=NCCc3c[nH]c4ccccc34)[C@]2(Cc2ccccc2)[C@H]2C1=CC[C@H]1C(=O)N(CC)C(=O)[C@H]12 | -12% | ? | 6% | -13%&-10% | 9%[12.7 µM] | 5% | -8%&-12% | -9%&15% | -19%
CC(=O)c1ccc(N2C(=NC(=O)COc3ccccc3)SC3CS(=O)(=O)CC32)cc1 (stereo unspecified) | -3% | -23% | 10% | -5% | 50% | 2% | 2% | 91%[activator] | 9%

# Records listed so far that bear a hit mark in BAZ2B inh:
compound	POLH inh	BAZ2B inh	Pol kappa inh	G9a inh	Pol beta inh	BLM inh	APEX1 inh	POLI inh
Clc1ccc(CSc2nncn3c2cc2occc23)cc1	-29%	45µM*	?	13µM*	32µM*	-9%	/	?
COCc1ccc(O)c2ncccc12	-5%	1.8µM*	9%	?	22%	-1%	0%	3%
